# JMJD2E inh = qHTS Assay for Inhibitors of Human Jumonji Domain Containing 2E (JMJD2E) | Lysine-specific demethylase 4E (Homo sapiens), B2RXH2 | JMJD2E catalytic domain, FDH-coupled NADH fluorescence (FDH is formaldehyde dehydrogenase) | Potency, µM (doses to about 57.1 µM), for the others: top-dose activity change, negative = inhibition, usual class: inhibitors | hit rate 1.6% among 230,000; active = well fitted inhibition curve with a large enough effect, not every such curve was filed as active; inconclusive = small, poorly fitted or top-dose-only effect, or another doubt; inactive = no such curve, though single readings can be large or run the other way;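 also: 0% = wells with enzyme and -100% = buffer wells without enzyme; nearly all actives have a fitted effect of over 50% in size; many of its hits are not listed in these tables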
# Target sequence (B2RXH2 1-337 limits assumed): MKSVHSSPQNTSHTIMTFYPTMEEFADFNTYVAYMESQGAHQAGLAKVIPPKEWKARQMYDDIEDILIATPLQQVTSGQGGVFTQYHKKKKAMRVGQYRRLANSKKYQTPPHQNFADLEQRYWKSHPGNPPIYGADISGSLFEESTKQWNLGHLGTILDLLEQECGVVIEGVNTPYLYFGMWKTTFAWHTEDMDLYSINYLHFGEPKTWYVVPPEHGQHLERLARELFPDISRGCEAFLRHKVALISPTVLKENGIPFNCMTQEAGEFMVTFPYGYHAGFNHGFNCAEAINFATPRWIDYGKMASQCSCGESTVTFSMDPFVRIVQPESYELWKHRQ
# Tau ThT inhib = qHTS for Inhibitors of Tau Fibril Formation, Thioflavin T Binding. Microtubule-associated protein tau (Homo sapiens), P10636. recombinant tau K18 P301L, heparin-induced fibrillization, ThT fluorescence. Potency, µM (series often up to 57.4 µM), for inactives: at the top dose activity, negative = inhibition, hits mostly inhibitors. hit rate 2.1% among 270,000. AID 1460, 2008; also: % is scaled to controls: 0 for no effect and ±100 for the full control effect; nearly all actives have a fitted effect of over 55% in size
# Target sequence (P10636 561-689 P618L limits assumed): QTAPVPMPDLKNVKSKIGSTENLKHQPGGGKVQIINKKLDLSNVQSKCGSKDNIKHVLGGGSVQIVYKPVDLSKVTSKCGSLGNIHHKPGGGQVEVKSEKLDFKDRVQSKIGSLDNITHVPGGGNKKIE
#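 K18 P301L tau (15 uM + 0.24 uM Alexa 594-tagged), heparin 20 uM, NaOAc pH 7, 6 h 37 C; ThT 30 uM, 1 h RT, ex 450/em 510 nm.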
# ALDH1A1 inh = qHTS Assay for Inhibitors of Aldehyde Dehydrogenase 1 (ALDH1A1). Aldehyde dehydrogenase 1A1 (Homo sapiens), P00352. Purified ALDH1A1, NADH fluorescence, propionaldehyde substrate. Potency, µM (series often up to 75.3 µM), for inactives: at the top dose activity, negative = inhibition, most hits filed as inhibitors. hit rate 7.3% among 220,000; active = well fitted inhibition curve with a large enough effect, not every such curve was filed as active; inconclusive = small, poorly fitted or top-dose-only effect, or another doubt; inactive = no such curve, though single readings can be large or run the other way;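 also: plate controls were no enzyme wells and a reference inhibitor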
# Target sequence (P00352 whole entry, looked up): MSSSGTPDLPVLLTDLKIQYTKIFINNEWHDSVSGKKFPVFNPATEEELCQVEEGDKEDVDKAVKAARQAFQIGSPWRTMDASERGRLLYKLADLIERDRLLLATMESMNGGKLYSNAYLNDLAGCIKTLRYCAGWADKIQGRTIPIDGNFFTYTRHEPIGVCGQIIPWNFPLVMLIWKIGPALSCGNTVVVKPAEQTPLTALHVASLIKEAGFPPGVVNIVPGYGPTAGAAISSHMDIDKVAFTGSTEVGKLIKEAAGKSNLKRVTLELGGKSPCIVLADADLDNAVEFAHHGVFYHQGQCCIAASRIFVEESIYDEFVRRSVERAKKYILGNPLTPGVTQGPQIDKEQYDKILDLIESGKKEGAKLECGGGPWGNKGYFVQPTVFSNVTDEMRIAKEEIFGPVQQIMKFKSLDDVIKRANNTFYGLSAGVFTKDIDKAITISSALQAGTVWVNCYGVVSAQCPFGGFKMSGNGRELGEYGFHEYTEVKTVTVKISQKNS
# HttQ103 aggreg = qHTS Multiplex Assay to Identify Dual Action Probes in a Cell Model of Huntington: Aggregate Formation (GFP); hit rate 1.1% among 220,000; Potency, µM (titrated, usually from 46.1 µM), without a hit: at the top dose activity change, negative = inhibition, hits mostly inhibitors; PC12 HttQ103-GFP aggregates, Acumen cytometry, 40 h; also: % is scaled to controls: 0 for no effect and ±100 for the full control effect; nearly all actives have a fitted effect of over 60% in size
#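 Multiplexed with ATP-based cell death, this channel scores GFP aggregates in PC12 cells expressing inducible HTTex1-Q103-GFP. Induction used 100 nM tebufenozide; compounds were tested in concentration series.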
# HTT cytoprotect = qHTS Multiplex Assay to Identify Dual Action Probes in a Cell Model of Huntington: Cytoprotection (ATP); Potency, µM (doses to about 56.4 µM), inactives show cytoprotection (ATP increase), actives largely listed as activators; hit rate 0.14% among 230,000; PC12 HTT-Q103 induced, cytoprotection, ATP luminescence, 40 h;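 also: % of control where 0% means no effect; nearly all actives have a fitted effect of over 45% in size; toxic huntingtin expression switched on by the ecdysone agonist tebufenozide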
#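 Quantitative HTS on tebufenozide-induced (100 nM) PC12 cells expressing HTTQ103 exon 1–GFP; compounds tested as a concentration series; survival measured via cellular ATP.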
# SMN2 splice enh = qHTS Assay for Enhancers of SMN2 Splice Variant Expression; HEK293 SMN2-luciferase splicing reporter, luminescence, 30-36 h; Potency, µM (titrated, usually from 46.1 µM), inactives show at the top dose activity change, positive = activation, most hits filed as activators; hit rate 2.8% among 210,000; AID 1458, 2008; also: % of control where 0% means no effect; nearly all actives have a fitted effect of over 55% in size
#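 qHTS luciferase splicing reporter: luminescence rises when SMN2 exon 7 is included in transfected HEK293 cells. Compound exposure lasted 30-36 h at 37C, with 4.5 mM final sodium butyrate as control, followed by a ONE-Glo read.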
# Tau fluor counter = Counterscreen qHTS for Inhibitors of Tau Fibril Formation, Fluorescence Polarization | hit rate 0.93% among 280,000 | tau K18 P301L Alexa594 fluorescence, heparin fibrillization | AID 1463, 2008 | Potency, µM (series often up to 57.7 µM), without a hit: at the top dose activity change, negative = decrease; also: % is scaled to controls: 0 for no effect and ±100 for the full control effect; nearly all actives have a fitted effect of over 55% in size
#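 Human tau K18 P301L (15 uM unlabeled, 0.24 uM Alexa 594-labeled) in 100 mM sodium acetate pH 7 with 20 uM heparin, 6 hr at 37 C. ThT 30 uM added, 1 hr ambient; Alexa 594 FP and total fluorescence read at 555/632 nm.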
# Tau fibril FP = qHTS for Inhibitors of Tau Fibril Formation, Fluorescence Polarization. K18 P301L tau heparin fibrillization, Alexa594 FP, 6 h. hit rate 0.39% among 280,000. Potency, µM (series often up to 57.7 µM), inactives show at the top dose activity, negative = inhibition, most hits filed as inhibitors. Microtubule-associated protein tau (Homo sapiens), P10636. AID 1468, 2008; also: % is scaled to controls: 0 for no effect and ±100 for the full control effect; nearly all actives have a fitted effect of over 55% in size
#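 Steps: dispense K18 P301L tau (15 uM plus 0.24 uM Alexa 594 tracer, final) in pH 7 sodium acetate; add compound; add heparin (20 uM final); incubate 6 hr, 37 C; add ThT (30 uM final); after 1 hr ambient, read FP.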
# The depositor's hits bear a star; ? = inconclusive; . = no result given; & = joins results of further samples; [ ] = dose if it differs, or a comment. Unless noted, calls follow the shape of the dose curve; as a rule, active = well fitted curve in the direction sought with a large enough effect; inconclusive = small, poorly fitted or top-dose-only effect, or another doubt; inactive = no such curve, though single readings can be large; an effect the other way counts as inactive or inconclusive. Potency is read from the fitted curve at half-maximal effect. The list is partial. The share of hits here may be higher or lower than overall.
SMILES,JMJD2E inh,Tau ThT inhib,ALDH1A1 inh,HttQ103 aggreg,HTT cytoprotect,SMN2 splice enh,Tau fluor counter,Tau fibril FP
Cc1nn(Cc2ccccc2Cl)c(C)c1C(=O)OCC(=O)NC1CCCC(C)C1C (configuration not stated),7%,5%,9%,-7%,-21%[10 µM],-18%,8%,-1%
CCN1CCN(c2ncnc3ccc(Br)cc23)CC1,4%,14%,?,7.1µM*,15%[0.074 µM],-12%,16%,10%
Cc1c(N=Cc2c(O)n(Cc3ccccc3)c(=O)[nH]c2=O)c(=O)n(-c2ccccc2)n1C,3%,2%,-12%,10%,.,7%,5%,-3%
CSc1ccc(C(=O)C2CCCN(Cc3cc4ccccc4[nH]3)C2)cc1 (configuration not stated),-10%,-11%,-13%,-2%[9.22 µM],10%[10 µM],.,?,?
C=C(C)C(=O)CP(=O)(OCC)OCC,7%,-1%,-6%,.,-49%[inhibitor],-1%,-1%,3%
COc1ccc2c(c1OC)C(=O)OC2c1c(O)n(Cc2ccc(F)cc2)c(=O)[nH]c1=O (configuration not stated),-26%,?,1%,10%,-3%,15%,-13%,-3%
Cc1cc(OCc2cc(C(=O)O)oc2C)c2c3c(c(=O)oc2c1)CCCC3,?,-16%,?,30%,-16%,4%,-4%,8%
CCCN1C[C@H](C)N([C@H](c2ccc(C(=O)N(CC)CC)cc2)c2cccc(OC)c2)C[C@H]1C,0%,0%&-15%,3%&0%,.,-31%&-9%[inhibitor],-8%,-1%&-18%,-5%&-4%
O=C(c1cnn2c(C(F)(F)F)cc(-c3ccccc3)nc12)N1CCC2(CC1)OCCO2,-12%,-1%,?,21%,2%[10 µM],0%,-8%,-2%
COc1ccccc1-n1c(-c2ccoc2)nc2ccccc2c1=O,3%,-10%,?,10%,-13%,10%,-6%,-4%
O=C(CNC(=O)OCc1ccccc1)NCC(=O)Nc1ccc(Br)cc1C(=O)c1ccccc1,-1%,3%,-19%,14%,-6%[10 µM],-9%,0%,2%
CCC(CO)NC(=O)C1C=C2c3cccc4[nH]cc(c34)CC2N(C)C1 (configuration not stated),?,-16%&-13%,?,8%[9.22 µM],-65%[inhibitor],-13%,-17%&-10%,-8%&-6%
CCOc1ccc(-n2nc3c(=S)[nH]nc(C)c3c2C)cc1,2%,-13%,5%,0%,.,-6%,-1%,-3%
CC/C(=N\NC(N)=O)c1c(O)[nH]c(=O)[nH]c1=O,7%,.,.,-6%[9.22 µM],-16%[10 µM],.,-5%,-1%
CC1(C)CSC(Nc2ccc(F)c(Cl)c2)=N1,7%,2%,20%,-31%,-2%[10 µM],-37%[inhibitor],-1%,4%
CNCC(C)c1ccccc1 (configuration not stated),-8%,-5%,5%,-2%[9.22 µM],4%[10 µM],-12%,0%,-2%
CC(C)NC(=O)c1ccc(N2CC3CC(C2)c2cccc(=O)n2C3)c([N+](=O)[O-])c1 (configuration not stated),0%,-6%,2%,-9%,-6%,4%,-5%,-1%
CCOC(=O)N1CCN(C(=O)c2ccc3c(=O)n(CCC4=CCCCC4)c(=S)[nH]c3c2)CC1,0%,-11%,7.9µM*,6%,-8%,-23%,-6%,-7%
CC(C)NC(C)Cc1ccc(I)cc1 (configuration not stated),-3%,-7%,-11%,-5%,-49%[inhibitor],-6%,-8%,-7%
CN1CCN(c2ccc(NC(=O)C(C)(C)C)cc2)CC1,9%,-8%,8%,-5%,-15%,-8%,-4%,4%
O=c1[nH]c(=S)n(C2CC2)c(O)c1/C=N/N1CCOCC1,-7%,-13%,-8%,16%,.,5%,-4%,3%
CN(C)/C=C(\C=[N+](C)C)c1[nH]ncc1[N+](=O)[O-],-3%,3%,-2%,-19%,-12%,.,-1%,-4%
Brc1ccccc1Cn1c(-c2cncs2)nc2ccccc21,-15%,?,-8%,?,-32%,-16%,-24%,-3%
CCCCn1c(O)c(C(C)=NCCCN(C)C)c(=O)[nH]c1=O,7%,-2%,8%,4%,1%[0.074 µM],7%,1%,2%
CSc1ncc(/C=C2/C(=O)NC(=O)N(C3CCCCC3)C2=O)cn1,22µM*,?,4%,10%,2%,7%,-18%,-16%
SMILES,JMJD2E inh,Tau ThT inhib,ALDH1A1 inh,HttQ103 aggreg,HTT cytoprotect,SMN2 splice enh,Tau fluor counter,Tau fibril FP
O=C(N=Nc1c(O)n(C2OC(=O)c3ccccc32)c2ccccc12)c1ccco1 (configuration not stated),8%,?,-1%,-30%[9.22 µM],-15%[10 µM],.,-2%,4%
Cc1nc2n(c(=O)c1CCN1CCC(c3noc4cc(F)ccc34)CC1)CCCC2,-6%,-10%&-1%&-5%,6%,25%,-5%,1%,-11%&-2%&-1%,-6%&-3%&-2%
CCCCC(CC)CNCC(O)c1ccccc1 (configuration not stated),?,-3%,?,2%,-17%,10%,-3%,-4%
Cc1ccc(S(=O)(=O)n2[nH]c(=O)cc2NC(=O)c2cccs2)cc1,-8%,?,?,0%[9.22 µM],25%[10 µM],.,-12%,?
S=c1[nH]nc(-c2ccco2)n1/N=C/c1cccs1,-12%,-13%,25µM*,-20%,-14%[10 µM],8%,-8%,8%
COc1ccc(N=Cc2c(O)n(Cc3ccccc3)c(=S)[nH]c2=O)c(OC)c1,?,-16%,5%,-7%[9.22 µM],-21%[10 µM],.,-19%,-6%
CNC(=O)O/N=C/c1nn(C(=O)C(C)(C)C)cc1Br,6%,-6%,-21%,-13%[9.22 µM],13%[10 µM],.,-7%,-4%
OCCN1CCN(CCCN2c3ccccc3Sc3ccc(C(F)(F)F)cc32)CC1,-12%,?,1%,-28%&-66%,-381%[inhibitor],-81%[inhibitor],?,6%&10%&7%&-1%
CCOP(=O)(OCC)c1ccc(OP(=O)(c2cccc([N+](=O)[O-])c2)c2cccc([N+](=O)[O-])c2)cc1,4%,0%,.,3%[9.22 µM],-3%[10 µM],.,-4%,-4%
CSc1ccccc1C(=O)C1CCCN(Cc2ccncc2)C1 (configuration not stated),-24%,-9%,4%,8%[9.22 µM],30%[10 µM],.,-4%,3%
Cc1nc2ccccc2c(=O)n1-c1cc(F)ccc1F,-1%,-1%,-8%,-2%,20%[10 µM],-20%,-2%,-8%
COc1ccc(-c2nn(CCC#N)cc2C(=O)O)cc1,4%,1%,13%,19%,.,16%,-1%,4%
Cc1nc2c(=O)n(C)c(=O)nc-2n(C)n1,2%,?,-5%,-6%,-38%[10 µM],-75%[inhibitor],1%,?
COc1ccccc1-n1c(-c2cccs2)nc2ccccc2c1=O,-9%,-1%,-12%,-17%,-19%,-9%,-6%,9%
Cn1c(O)c(C(=Nc2ccc(F)cc2)c2ccccc2Cl)c(=O)n(C)c1=O,-7%,-9%,.,-20%[9.22 µM],21%[10 µM],.,-14%,10%
O=C(O)C(F)(F)S(=O)(=O)O,6%,11%,?,8%,7%[10 µM],-1%,3%,2%
CCOc1cccc(OCC)c2c(C)[n+](CC3CCCO3)c(C)c1-2 (configuration not stated),?,20µM*,?,21%,1%,8%,?,?
CN1Cc2c(ccc3c2OCO3)[C@@H]2[C@@H](O)Cc3cc4c(cc3[C@@H]21)OCO4,4%[25.5 µM],.,?,.,-75%[inhibitor],-11%[20.6 µM],.,.
CC(=O)c1c(C)n(C2CCCCC2)c2ccc(O)cc12,11%,-4%,2%,.,.,-10%,-6%,1%
CN(C)c1ccc(-[n+]2c(-c3ccccc3)cc(-c3ccccc3)cc2-c2ccccc2)cc1,-6%,?,-14%,1.1µM*,-163%[inhibitor],-83%[inhibitor],-5%,6%
NC[C@H](CS(=O)(=O)O)c1ccc(Cl)cc1,9%,-8%,4%,.,?,.,-1%,8%
c1ccc2c(CCNC3=NCCC3)c[nH]c2c1,6%,4%,3%,-10%,9%,4%,5%,-8%
CCCCCCCCCCCCCCCCOC[C@@H](O)COP(=O)([O-])OCC[N+](C)(C)C,2%,-8%&1%,6%&-6%,.,15%&10%,-4%&28%,-6%&7%,0%&-1%
CNCC/C=C/c1cccnc1,.,-5%,1%,.,13%,-8%,0%,-7%
ClC=C(Cl)Cl,.,.,21%,5%,-7%,2%,.,.

# Overlap with the part before: two entries; new compounds follow.
SMILES,JMJD2E inh,Tau ThT inhib,ALDH1A1 inh,HttQ103 aggreg,HTT cytoprotect,SMN2 splice enh,Tau fluor counter,Tau fibril FP
CNCC/C=C/c1cccnc1,.,-5%,1%,.,13%,-8%,0%,-7%
ClC=C(Cl)Cl,.,.,21%,5%,-7%,2%,.,.
CCc1ccc(-c2nc(CN3CCCC(C(=O)NCc4ccc(C)cc4)C3)c(C)o2)cc1 (configuration not stated),.,?,.,.,.,-7%,-9%,-3%
CCn1cc(CN2CCCC(C(=O)c3sccc3C)C2)cn1 (configuration not stated),10%,-1%,-7%,20%[9.22 µM],24%[10 µM],.,0%,-1%
Cc1ccc2c(c1)N(CCC(=O)N1CCC3(CC1)OCCO3)C(=O)CO2,4%,-3%,10µM*,-14%,40%[10 µM],0%,1%,4%
O=C1/C(=C\c2cccnc2)N2CCC1CC2,1%,-12%,.,5%[9.22 µM],12%[10 µM],.,-4%,7%
CC(C)[C@H]1C(=O)N2CCC[C@H]2[C@]2(O)O[C@](NC(=O)[C@@H]3C=C4c5cccc6[nH]cc(c56)C[C@H]4N(C)C3)(C(C)C)C(=O)N12,?,?,?,12%,.,-56%[inhibitor],?,?
Cn1c(O)c(C=NCCN2CCOCC2)c(=O)[nH]c1=S,-3%,0%,.,5%[9.22 µM],2%[10 µM],.,5%,-4%
O=[N+]([O-])c1ccc(N2CCNCC2)cc1NCC1CCCO1 (configuration not stated),9%,?,?,?,3%,-13%,0%,-4%
CCc1ccc(C(=O)C23CN4CN(CN(C4)C2)C3)cc1,-5%,-7%,4%,23%,-7%[10 µM],11%,1%,6%
